# CaV13 FRET inh: Primary screen for inhibitors of IQ motif and Ca2+-dependent inactivation inhibitor domain binding in CACNA1D, Förster resonance energy transfer in living cells, …; HEK cells, CFP/YFP FRET ICDI-IQ, plate reader, 10 min; percent FRET-ratio fall versus neutral wells; inhibition, % at 12.3 µM; 340,000 tested, 0.098% active;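 active = mean replicate inhibition of at least 30% and at least 1% of replicates passing that level; inconclusive = only one of the two criteria is met; inactive = neither criterion is met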;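 also: 0% = median of the neutral control wells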
# N-glyco inh: increase of ERlucT glycosylation luciferase signal, primary screen, N-linked glycosylation inhibitor project, D54 ERlucT cells, luminescence, set 2 | D54 ERlucT glycosylation luciferase reporter, 24 h; percent of 100 nM tunicamycin response | reporter increase, % at 12.5 µM | 360,000 tested, 0.23% active | AID 588692, 2011;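 active = mean luciferase reporter signal, scaled so untreated is 0 and the glycosylation-blocking control 100, at or above a set limit in every replicate; inconclusive = mean reaches the limit but not every replicate does; inactive = mean below the limit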;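 also: luciferase carries N-glycosylation sites so blocking glycosylation raises the light; 0% = median of neutral control wells and 100% = median of 100 nM tunicamycin wells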
# PDI inh: inhibitors of human PDI, primary screen, biochemical, turbidity, single point, plate reader; inhibition, % at 10 µM; Protein disulfide-isomerase (Homo sapiens), P07237; 350,000 tested, 0.052% active; PDI insulin aggregation turbidity, A650, 90 min; AID 588391, 2011;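 active = mean inhibition across replicates of 30% or more, whatever share of single replicates reach that level; inconclusive = mean inhibition below 30% while every single replicate reaches 30%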;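 also: absorbance from insulin aggregation driven by PDI reduction with DTT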
# Target sequence (P07237 whole entry, looked up): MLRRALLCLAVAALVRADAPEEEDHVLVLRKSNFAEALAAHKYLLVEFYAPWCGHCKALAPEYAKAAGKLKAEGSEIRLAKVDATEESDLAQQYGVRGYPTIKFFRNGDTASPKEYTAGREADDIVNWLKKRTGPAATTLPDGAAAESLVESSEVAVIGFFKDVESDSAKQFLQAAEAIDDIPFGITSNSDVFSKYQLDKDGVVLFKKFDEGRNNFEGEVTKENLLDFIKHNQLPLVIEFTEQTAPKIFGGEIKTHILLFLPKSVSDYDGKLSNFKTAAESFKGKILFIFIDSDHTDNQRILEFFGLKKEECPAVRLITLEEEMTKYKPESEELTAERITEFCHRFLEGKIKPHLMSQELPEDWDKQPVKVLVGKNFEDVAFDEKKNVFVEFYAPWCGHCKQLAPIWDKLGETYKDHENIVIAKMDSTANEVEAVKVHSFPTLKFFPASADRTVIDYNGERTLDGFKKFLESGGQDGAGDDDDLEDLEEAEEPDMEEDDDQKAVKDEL
# aDG glyco act: activators of alpha-DG glycosylation, primary screen, uHTS, Pro5-aDG cells, AlphaScreen; alpha-DG glycosylation AlphaScreen (IIH6); 0% Pro5, 100% B10-LARGE cell signal; activation, % at 10 µM; 360,000 tested, 0.22% active;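 active = activation of at least 8% versus controls, or a plate z-score of at least 8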;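 also: Pro5 are CHO cells carrying HIG-tagged alpha-DG that lacks glycosylation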
# MC4R antagonist: MC4R antagonists of cAMP signaling, primary screen, cell-based, TR-FRET, antagonist arm of biased-ligand search; MC4R-expressing cells, MTII-stimulated cAMP, LANCE TR-FRET; Melanocortin receptor 4 (Homo sapiens), P32245; inhibition, % at 6.5 µM; 360,000 tested, 0.48% active; AID 540295, 2011;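 active = inhibition above its plate's cutoff, the mean of tested wells on that plate plus 3 SD, cut at about 29% in these data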;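 also: 0% = Melanotan II alone and 100% = Melanotan II plus saturating MCL0020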
# Target sequence (P32245 whole entry, looked up): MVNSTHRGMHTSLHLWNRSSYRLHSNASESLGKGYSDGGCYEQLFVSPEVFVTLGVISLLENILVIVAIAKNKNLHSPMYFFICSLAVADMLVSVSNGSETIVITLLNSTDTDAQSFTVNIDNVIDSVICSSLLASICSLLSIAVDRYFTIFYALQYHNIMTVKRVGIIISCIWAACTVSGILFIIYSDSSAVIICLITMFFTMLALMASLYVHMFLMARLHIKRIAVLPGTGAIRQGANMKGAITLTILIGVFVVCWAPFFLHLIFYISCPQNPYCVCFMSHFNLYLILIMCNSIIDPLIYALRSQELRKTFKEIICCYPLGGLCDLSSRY
#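 Material: U2OS-MC4R stable cell line | Reagent: Melanotan II challenge after compound preincubation | Doses: One concentration, 6.5 µM nominal | Incubation: 30-min compound preincubation, 1-h Melanotan II challenge, 1-h detection, room temperature | Signal: TR-FRET cAMP assay | Replicates: One well per compound, no replicates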
# ABCB6 inh 2: ABCB6 transporter inhibitors, primary screen, K562-ABCB6 cells, flow cytometry, MLPCN library; fluorescence ratio to DMSO, % at 10 µM; 360,000 tested, 0.19% active; AID 602162, 2011; K562-ABCB6 porphyrin accumulation, 1 h; stronger effect = lower value;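 active = fluorescence ratio to DMSO below 75%, the collection mean minus 3 SD; inconclusive = too few cells collected in the well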;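 also: signal is porphyrin accumulated inside mitochondria; 100% equals median channel fluorescence of DMSO control wells; lower ratio means ABCB6 inhibition with less porphyrin fluorescence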
# MC4R barr agon: MC4R agonists recruiting beta-arrestin, primary screen, cell-based, luminescence, agonist arm of biased-ligand search; U2OS MC4R beta-arrestin complementation; percent of melanotan II response, DMSO zero; Melanocortin receptor 4 (Homo sapiens), P32245; 360,000 tested, 0.98% active; activation, % at 8.9 µM; AID 540308, 2011;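 active = activation above a per-plate cutoff, the mean activation of sample wells on that plate plus 3 SD, cut at about 8% in these data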
# Cardio protect: cardioprotection against H2O2-induced cell death, primary screen, uHTS, H9c2 cells, ATPLite luminescence | H9c2 cardiomyocytes, H2O2 injury protection, 2 h | protection from H2O2 cell death, % at 20 µM | 360,000 tested, 0.63% active;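 active = compounds giving at least 50% protection of heart cells from peroxide-induced death in the single-dose screen, raw or plate-pattern-corrected value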;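 also: 0% = DMSO wells with peroxide and 100% = DMSO wells without peroxide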
# HTR2A ag: mouse Htr2a agonists via beta-arrestin recruitment, primary screen, cell-based, luminescence | 5-hydroxytryptamine receptor 2A (Mus musculus), P35363 | CHO-K1 mHTR2A beta-arrestin complementation; percent of 30 µM serotonin response | activation, % at 7.6 µM | 360,000 tested, 0.66% active | AID 624169, 2012;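 active = activation above a run cutoff, the mean activation of all tested compounds plus 3 SD, cut at about 14% in these data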;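 also: 0% = plate median of compound wells and 100% = 30 µM serotonin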
# Vif imaging: HIV Vif self-association inhibitors, primary screen, imaging, HEK293T, single point | HEK293T cells, Vif self-association by quenched fluorescence, 24 h | inhibition, % at 7.49 µM | 340,000 tested, 0.35% active | AID 602346, 2012; in the data active = inhibition above about 50%, passing the limit was not always enough; inconclusive = no clear call, values can overlap the other calls; inactive = below about 31%; also: some results filed as inactive read as strong as hits
# * hit, by the source's call; ? = inconclusive; . = no result given.
# Below each compound – CaV13 FRET inh, N-glyco inh, PDI inh, aDG glyco act, MC4R antagonist, ABCB6 inh 2, MC4R barr agon, Cardio protect, HTR2A ag, Vif imaging
S=C1NC2=C(CCCC2=C2SCCS2)C(c2ccccc2)N1 (stereo not drawn)
  -3, 415*, 0, -0.3, 13, 104, 2.5, -8, 5, 10
CC(=O)Nc1ccc(S(=O)(=O)Nc2ccc(F)c([N+](=O)[O-])c2)cc1
  -6, 0, 11, 0.2, 12, 95, -0.4, -10, -1, 0
CN1C(=O)CSc2ccc(NC(=O)NCc3ccco3)cc21
  ., 8, 3, -0.4, 6, 83, -2.5, 15, -4, 6
O=[N+]([O-])c1ccn(-c2nc(-c3cccs3)cc(C(F)(F)F)n2)n1
  -7, 1, 12, -0.2, 7, 99, 2.4, -2, -1, 3
O=C(COC(=O)C1CCN(S(=O)(=O)c2ccc(Cl)c(C(F)(F)F)c2)CC1)NCc1ccco1
  -6, 3, 16, -0.3, 7, 94, 8.1, -6, -3, -5
N#Cc1ccc2c(c1)nnn2-c1ccccc1
  -21, -2, -5, 0.1, 4, 106, -1.5, 1, -7, -7
CCN1CCN(c2cc(C)c3cc(NC(=O)c4ccc(C)c(C)c4)ccc3n2)CC1
  -7, -11, -5, 0.0, 2, 100, 4.8, 13, -10, 2
COc1ccc(CCNC(=O)Cn2ccc3c(OC)cccc3c2=O)cc1OC
  -2, 1, 1, 0.0, -4, 99, -0.4, -2, 2, -3
CCCc1[nH]nc2c1C(c1cc(OC)cc(OC)c1)C(C#N)=C(N)O2 (stereo not drawn)
  -5, 1, 4, 0.0, -9, 100, -1.7, 7, -1, -8
Fc1ccc(CNc2ccc(N3CCN(Cc4ccccc4)CC3)cc2)cc1
  -7, -2, -1, -0.3, 15, 97, 1.8, -8, -9, -14
COC(=O)/C(=C\Nc1ccc(Oc2ccc(F)cc2F)nc1)NC(=O)c1ccccc1
  -5, -1, 7, -0.1, -8, 97, 2.0, 3, 0, 1
c1ccc(-c2oc3ncnc(NCCCN4CCOCC4)c3c2-c2ccccc2)cc1
  ., -4, 14, 0.8, 13, 91, 1.1, 26, 1, -3
Cc1cccn2c(=O)c3cc(C(=O)O)n(C)c3nc12
  -8, 4, -6, -0.2, -9, 102, 2.5, 12, -1, 0
CCCCOc1cc(=O)[nH]c(=O)[nH]1
  -5, 1, 1, 0.0, 1, 100, 0.2, 16, 6, 2
COc1cc(NC(=O)c2cccc(F)c2)cc(OC)c1OC
  -1, -1, 0, 0.0, -1, 98, 1.9, 14, -2, 3
COc1ccccc1CNC(=O)CCNS(=O)(=O)/C=C/c1ccc(C)cc1
  -6, 3, -2, 0.1, 10, 100, -0.6, -7, 4, 2
Cc1ccc(C)c(N2CCN(C(=O)CCNS(=O)(=O)c3ccc4c(c3)oc(=O)n4C)CC2)c1
  -4, -2, 21, 1.2, 2, 94, 0.9, -6, -4, -4
Cc1ccc(C)c(N2CCN(C(=O)c3ccc4nsnc4c3)CC2)c1
  -7, 10, 0, 0.0, 8, 98, 0.2, -3, -6, -3
O=C(Nn1cnnc1)C(Sc1ccccc1)c1ccccc1 (stereo not drawn)
  -4, -1, 2, -0.1, 8, 104, -1.4, 5, 2, 3
Cn1c(COc2ccc(Cl)cc2)nnc1SCC(=O)NC1CC1
  -19, 1, 2, -0.2, 0, 91, -1.4, -2, 3, 3
N#Cc1nc(-c2ccc(F)cc2)oc1NCc1ccccc1
  -5, -1, 0, -0.1, 8, 102, 1.4, -24, -5, -8
O=C(NCCc1ccccc1F)C1CC(=O)N(c2ccc3c(c2)OCCO3)C1 (stereo not drawn)
  -9, 1, 7, 0.5, 11, 98, -2.7, 5, -6, .
COc1ccc(C(=O)COC(=O)C(C(C)C)N2C(=O)C3C4C=CC(C4)C3C2=O)cc1 (stereo not drawn)
  -5, -1, -4, 0.1, -8, 92, -0.3, 6, -4, 12
Cc1ccc(NC(=O)CCN2CCC(C(N)=O)CC2)cc1
  -19, 0, -2, -0.1, 11, 99, -1.0, 4, -1, -11
Cc1cccc(CCN(C(=O)Cc2cccs2)C(C(=O)NC2CCCCC2)c2cccnc2)c1 (stereo not drawn)
  -6, 0, 7, 0.4, -9, 100, 2.3, 4, 0, 1
CC(=O)Nc1cccc(NC(=O)CSc2nnc(NC(=O)c3ccco3)s2)c1
  -7, 3, -7, -0.4, -10, 101, -3.3, -2, -5, -2
CCOc1ccc(Nc2nc(-c3sc(N)nc3C)cs2)cc1
  -21, 0, -3, 0.3, 4, 111, -1.9, -2, 3, -3
Cc1nc2cc(-c3ccc(Cl)cc3)nn2c(NCCN(C)C)c1C
  -18, -10, 1, -0.6, -1, 101, 1.0, 0, -5, -12
CC1CCC(NC(=O)CNC(=O)Cc2cccc3ccccc23)CC1 (stereo not drawn)
  -5, 0, -20, -0.1, 1, 95, -2.6, 9, -1, 4
O=C(Nc1cc(-c2nc3ncccc3o2)ccc1Cl)c1ccc([N+](=O)[O-])o1
  -3, ?, 5, 0.6, 15, 108, -0.2, -5, 3, 13

# Single records (already shown). Order of screens: CaV13 FRET inh | N-glyco inh | PDI inh | aDG glyco act | MC4R antagonist | ABCB6 inh 2 | MC4R barr agon | Cardio protect | HTR2A ag | Vif imaging
# CC(=O)Nc1ccc(S(=O)(=O)Nc2ccc(F)c([N+](=O)[O-])c2)cc1 in the list: -6 | 0 | 11 | 0.2 | 12 | 95 | -0.4 | -10 | -1 | 0
# COc1ccc(CCNC(=O)Cn2ccc3c(OC)cccc3c2=O)cc1OC in the list: -2 | 1 | 1 | 0.0 | -4 | 99 | -0.4 | -2 | 2 | -3
# CCOc1ccc(Nc2nc(-c3sc(N)nc3C)cs2)cc1 in the list: -21 | 0 | -3 | 0.3 | 4 | 111 | -1.9 | -2 | 3 | -3
# CC1CCC(NC(=O)CNC(=O)Cc2cccc3ccccc23)CC1 (stereo not drawn) in the list: -5 | 0 | -20 | -0.1 | 1 | 95 | -2.6 | 9 | -1 | 4
# COc1cc(NC(=O)c2cccc(F)c2)cc(OC)c1OC in the list: -1 | -1 | 0 | 0.0 | -1 | 98 | 1.9 | 14 | -2 | 3

# Continuation:
# Below each compound – CaV13 FRET inh, N-glyco inh, PDI inh, aDG glyco act, MC4R antagonist, ABCB6 inh 2, MC4R barr agon, Cardio protect, HTR2A ag, Vif imaging
CC(=O)c1c(C)[nH]c(C(=O)N2CCN(c3cc(Cl)ccc3C)CC2)c1C
  -5, 12, 2, 0.0, -6, 96, -0.9, 1, 1, -7
Cc1cc(C)nc(NN=C2CCCC2)n1
  -16, 3, 8, 0.0, 11, 94, -0.6, 5, -2, -15
CC(Nc1cccc(C(=O)NC2CC2)c1)c1nnc(-c2ccccc2)o1 (stereo not drawn)
  -6, 1, 0, 0.0, 6, 96, -1.2, -2, -4, 10
CCOC(=O)c1[nH]c(C)c(C)c1C
  -6, 2, 3, 0.2, 2, 99, -0.5, 1, -4, 2
COc1ccc(NC(=O)C[C@H]2C(=O)N(c3ccc(OC)cc3)C[C@@H]2C)cc1
  -6, 0, 5, 0.2, 3, 101, 1.6, 1, 3, 18
O=C(CN(C(=O)c1ccc(Cl)cc1Cl)N1C(=O)C2C3C=CC(C3)C2C1=O)c1ccc(F)cc1 (stereo not drawn)
  -8, -4, 12, 0.2, -2, 100, -0.3, 3, 1, .
NCC(=O)NCC(=O)OCc1ccccc1
  -2, -1, 10, 0.3, 10, 97, 0.5, 9, 0, 8
CSCCC(NC(=O)COc1ccccc1)C(=O)N1CC(C)CC(C)C1 (stereo not drawn)
  -5, -3, -3, 0.0, 3, 95, -1.6, -9, 3, -2
c1ccc2c(c1)-c1ccccc1C2N1CCOCC1
  -5, 1, -4, -0.2, 17, 107, 0.8, 1, 1, 3
CCn1c(=O)cc(SCC(=O)Nc2cc(OC)c(OC)c(OC)c2)c2ccccc21
  -6, 3, -2, 0.0, 7, 96, 3.7, 9, 4, -12
CCCNC(=O)c1cccc(COc2ccccc2OC)c1
  9, -6, ?, 0.7, 4, 97, -1.3, 5, -3, -13
O=C(NCCCn1ccnc1)/C(=C\c1ccco1)NC(=O)c1ccco1
  3, 1, -12, 0.0, 2, 102, -1.8, 2, 15*, 1
CC(=O)c1sc2nc(=O)c(C)nn2c1C
  ., 0, -11, -0.1, 5, 95, -1.8, 1, -5, -2
O=C(OCCc1cc2ccccc2c(=O)o1)c1ccc(C(F)(F)F)cc1
  -5, 3, -3, 0.2, 0, 97, 2.0, -4, -2, -12
COc1cc(Cl)cc(/C=N\NC(=O)c2ccc3c(c2)OCO3)c1O
  -7, 1, 0, 1.2, -11, 102, 2.4, 22, -3, .
O=C(c1ccc([N+](=O)[O-])s1)N1CCCc2ccccc21
  -5, 1, -4, 0.5, 0, 94, 2.2, -4, -2, 6
CCOC(=O)C1CCCN(CC(O)COc2ccc(OC)cc2C(C)(C)C)C1 (stereo not drawn)
  -5, -1, -3, 0.1, 4, 92, 1.9, -3, -4, 0
O=C1C2C3C=CC(C4CC34)C2C(=O)N1Cc1ccco1 (stereo not drawn)
  -21, 0, 0, 0.2, -1, 92, 5.2, 0, 4, 7
CCNC(=S)NNC(=O)c1cccn(Cc2ccc(Cl)cc2Cl)c1=O
  -5, 0, -4, -0.1, -4, 106, -0.1, -1, -3, -15
N#Cc1ccsc1NC(=O)CN1CCN(c2ccc(O)cc2)CC1
  -5, -5, -1, -0.2, 2, 94, -3.1, 0, -1, 3
Cc1ccc(NC(=O)c2sc(Cl)nc2C)c(C)c1
  -4, 1, -9, 0.7, 12, 101, -0.6, -3, 0, -18
CCC(CC)n1[nH]c(=O)c2c(C)cc(C)nc21
  -4, 0, 4, -0.3, 8, 94, 0.1, -3, 4, 14
CCOc1cc(C(=O)Nc2ccc(C)cc2O)ccc1OCC(=O)N1CCOCC1
  -6, 2, -5, -0.1, 1, 118, -2.8, 3, 2, 21

# High-throughput results deposited in PubChem by several laboratories.
